MITF inh: MITF inhibitors, primary screen, biochemical, AlphaScreen, human; Microphthalmia-associated transcription factor (Homo sapiens), O75030; AlphaScreen MITF homodimerization, bead proximity signal; inhibition, % at 2.6 µM; actives 0.91% (n = 650,000); in the data active = inhibition above about 50%;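 note: 0% = vehicle wells with protein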
Target sequence (O75030 whole entry, looked up): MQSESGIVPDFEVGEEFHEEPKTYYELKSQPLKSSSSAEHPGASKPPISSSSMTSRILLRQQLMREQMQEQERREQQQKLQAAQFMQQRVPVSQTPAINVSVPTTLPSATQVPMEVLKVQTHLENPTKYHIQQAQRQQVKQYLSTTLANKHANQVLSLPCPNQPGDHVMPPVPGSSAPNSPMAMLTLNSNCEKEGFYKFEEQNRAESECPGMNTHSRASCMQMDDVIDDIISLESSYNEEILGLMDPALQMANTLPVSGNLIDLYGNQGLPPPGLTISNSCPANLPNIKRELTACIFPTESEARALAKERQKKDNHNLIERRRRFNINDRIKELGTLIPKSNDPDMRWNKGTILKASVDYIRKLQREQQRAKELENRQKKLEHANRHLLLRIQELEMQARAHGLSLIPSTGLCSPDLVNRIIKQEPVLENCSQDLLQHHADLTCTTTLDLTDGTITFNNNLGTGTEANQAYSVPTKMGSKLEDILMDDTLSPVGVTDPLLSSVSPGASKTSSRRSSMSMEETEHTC
GPR151 ag: activators of human GPR151, primary screen, cell-based, PathHunter beta-arrestin, luminescence | actives 1% (n = 650,000) | activation, % at 11.2 µM | PathHunter beta-arrestin GPR151 cells | G-protein coupled receptor 151 (Homo sapiens), Q8TDV0; in the data active = activation above about 4.9%;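 note: 0% = median of compound wells and 100% = cells with positive control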
Target sequence (Q8TDV0 whole entry, looked up): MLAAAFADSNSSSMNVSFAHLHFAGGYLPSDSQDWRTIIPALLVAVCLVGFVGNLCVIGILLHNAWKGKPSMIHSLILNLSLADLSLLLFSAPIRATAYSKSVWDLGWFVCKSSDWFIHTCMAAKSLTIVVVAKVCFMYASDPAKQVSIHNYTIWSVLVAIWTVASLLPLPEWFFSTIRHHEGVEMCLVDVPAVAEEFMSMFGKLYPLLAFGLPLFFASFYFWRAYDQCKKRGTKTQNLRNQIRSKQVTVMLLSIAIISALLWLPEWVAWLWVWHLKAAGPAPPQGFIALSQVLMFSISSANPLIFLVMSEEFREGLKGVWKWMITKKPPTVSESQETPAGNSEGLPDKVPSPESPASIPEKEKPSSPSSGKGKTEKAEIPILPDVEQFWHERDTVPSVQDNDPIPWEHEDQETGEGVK
FBW7 activator: FBW7 E3 ligase activators, primary screen, biochemical, AlphaScreen, human | normalized activity (activation), % at 26.1 µM | actives 0.13% (n = 650,000) | AlphaScreen FBW7–phospho-cyclin E peptide binding, activator screen | F-box/WD repeat-containing protein 7 (Homo sapiens), Q969H0; in the data active = normalized activity above about 1.9%;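 note: purified mutant Fbw7 with reduced substrate affinity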
TEAD-YAP inh: TEAD-YAP interaction inhibition, primary screen, TEAD-YAP interaction inhibitor project, luminescence, HEK-TIYL cells; TEAD-Gal4/YAP UAS-luciferase luminescence; inhibition, % at 9.12 µM; actives 1.4% (n = 640,000); in the data active = inhibition above about 32%;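 note: 0% = median of test compound wells and 100% = reference inhibitor wells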
The depositor's hits bear a star.

SMILES | MITF inh | GPR151 ag | FBW7 activator | TEAD-YAP inh
O=[N+]([O-])c1cc(-c2ccc(C(=S)N3CCCCC3)o2)ccc1Cl | 23.1 | 0.0 | 0.0 | -11.8
Cc1ccc(Cl)cc1S(=O)(=O)NCC1(c2cccs2)CCOCC1 | 10.1 | 0.6 | 0.1 | 11.1
CSC1=C(C#N)C(c2ccc([N+](=O)[O-])cc2)CC(=O)N1 (stereo unspecified) | 10.0 | -2.0 | -0.1 | 6.7
COc1ccc(S(=O)(=O)N2CCCCC2)cc1NC(=O)c1cc(C)nc2ccccc12 | 7.0 | 2.1 | 0.1 | 6.2
CN1C2=NCCCN2C(=O)c2ccccc21 | -16.4 | -0.9 | 0.5 | 1.4
CCC(=O)OC(C#N)C1=C(Cl)C(=O)c2ccccc2C1=O (stereo unspecified) | 3.4 | -2.0 | -0.9 | -10.7
COc1ccc(NC(=O)c2ccc(N(C)S(=O)(=O)c3ccc(Cl)cc3)cc2)cc1 | 8.1 | -1.1 | 0.1 | 7.2
Cc1cnc(C(=O)NC(C)c2nc(-c3cccnc3)n[nH]2)cn1 (stereo unspecified) | 1.6 | 0.5 | -0.3 | -6.6
CC(C)CCNC(=O)CSc1nc2ccccc2c2nc(-c3ccccc3)nn12 | 15.4 | 2.1 | 0.5 | 0.8
O=C(CSc1ccc(F)cc1)Nc1nc2c(F)cc(F)cc2s1 | -6.7 | 0.2 | 0.0 | -7.9
CCOC(=O)N1CCN(C(=S)Nc2cc(Cl)ccc2OC)CC1 | 1.9 | 0.8 | -0.1 | 1.4
CC(=O)Oc1ccc(-c2csc(Nc3ccc(N(C)C)cc3)n2)cc1 | 17.6 | 1.9 | -0.1 | 26.1
Cc1cc(I)ccc1NC(=O)C(C)N1C(=O)c2ccccc2C1=O (stereo unspecified) | 7.3 | 1.8 | -0.1 | 4.0
CCOC(=O)c1ccc(Cn2c3cc([N+](=O)[O-])ccc3c3nn4cc(-c5cc(C(C)(C)C)cc6c5CCC6(C)C)nc4nc32)o1 | -0.5 | -0.5 | 0.3 | -7.9
Cc1c(C(=O)Nc2ccccc2C(F)(F)F)sc2ncnc(N3CCC(C)CC3)c12 | 9.2 | 0.0 | 0.1 | 4.8
Cc1ccc(N2CC(NC(=O)Nc3cc(C)on3)CC2=O)cc1 (stereo unspecified) | 6.8 | 4.4 | 0.2 | -7.1
Cc1ccc(-c2nc(CS(=O)(=O)CC(=O)Nc3ccc(Cl)cc3)c(C)o2)cc1 | 4.6 | -0.5 | 0.1 | 4.0
N/C(=N\c1nc2ccccc2s1)NC(=O)c1ccc([N+](=O)[O-])cc1 | 10.5 | -1.6 | 0.8 | -8.4
COc1ccc(-n2c(COc3cccc4cccnc34)nnc2SCC(=O)O)cc1 | -17.0 | 0.8 | 0.0 | -3.0
Cc1cccc(-c2cc(OC(=O)c3ccccc3Cl)cc3sc(=O)oc23)c1 | -18.7 | -1.0 | -0.2 | 0.9
CCCCN(C(=O)C(F)(F)F)C(C(=O)NC1CCCCC1)c1ccncc1 (stereo unspecified) | 0.6 | -0.7 | -0.2 | -7.8
COc1ccc(CCNc2nc(NCc3ccc4c(c3)OCO4)nc3c2ncn3C2CCCCC2)cc1 | -3.1 | -1.7 | -0.2 | -8.4
CC(=O)c1cccc(-c2nc(NCCO)c3ncn(CCN4CCCC4=O)c3n2)c1 | -4.6 | 1.5 | -0.2 | 7.6
CCN(CC)S(=O)(=O)c1ccc(C(=O)Nc2c3c(nn2-c2cccc(Cl)c2)CS(=O)C3)cc1 (stereo unspecified) | 7.8 | 0.8 | 0.3 | 15.0
CN(c1ccc(F)cc1)S(=O)(=O)c1ccc2[nH]cc(C(=O)N3CCOCC3)c(=O)c2c1 | -1.2 | -1.2 | -0.2 | -0.5
Cc1ccc(N=Cc2nc(/C=C/c3cccc([N+](=O)[O-])c3)oc2O)cc1 | -2.3 | 2.9 | 0.2 | -4.3
COc1ccc(/C=N/NC(=O)COc2cc(C)cc(C)c2)cc1[N+](=O)[O-] | 6.5 | 0.1 | 0.0 | -11.2
O=C1C2C3C=CC(C3)C2C(=O)N1/N=C/c1ccc(-c2ccc(F)cc2)o1 (stereo unspecified) | 5.0 | 1.2 | -0.3 | -36.5
O=C(O)CNS(=O)(=O)c1ccc(Br)cc1 | -11.6 | 0.0 | -0.2 | -6.2
CCc1nnc(NC(=O)CSc2nnc(Cc3cccn3C)n2-c2ccccc2)s1 | -0.2 | -0.5 | -0.1 | 5.1
c1ccc(Nc2nc(N3CCN(Cc4ccc5c(c4)OCO5)CC3)nc3c2ncn3-c2ccsc2)cc1 | 2.5 | -0.9 | 0.3 | 9.5
O=C(Cn1c(=O)[nH]c2ccsc2c1=O)N1CCN(C2CCCCC2)CC1 | -7.9 | -0.5 | -0.1 | -0.6
COc1ccc(-c2cccc(C(=O)Nc3ccc(Oc4ccccc4)cc3)n2)cc1 | 2.0 | -0.4 | 0.3 | 6.3
COc1ccc([N+](=O)[O-])cc1NC(=O)c1cc(C)oc1C | -11.2 | -1.0 | 0.1 | -8.3
COc1ccc(-c2cc(C(F)(F)F)n3nc(C(=O)N4CCCC4)cc3n2)cc1 | 5.7 | 0.4 | 0.0 | -5.5
O=C(CSc1nc2ccc(NC(=O)c3ccccc3Cl)cc2s1)NC1CCCCC1 | 2.6 | 1.2 | -0.1 | -0.6
NS(=O)(=O)c1ccc(NC(=O)C2CC=CCC2C(=O)N2CCOCC2)cc1 (stereo unspecified) | -10.3 | -1.0 | 0.6 | -8.7
Cc1ccc(C2=NN(S(=O)(=O)c3ccc(C)cc3)C(c3ccc(C)cc3)C2)cc1 (stereo unspecified) | 1.6 | 1.0 | -0.2 | -0.4
Cc1ccc(NC(=O)c2ccc(Br)o2)cc1 | -10.5 | -4.5 | 0.2 | -59.2
Cc1csc(NC(=O)C2CCN(S(=O)(=O)c3ccc4c(c3)oc(=O)n4C)CC2)n1 | -8.7 | -1.6 | 0.5 | 1.6
Nc1c(-c2nc(-c3ccc4c(c3)OCO4)no2)nnn1CC(=O)Nc1ccccc1 | -4.0 | -1.6 | 0.6 | 6.2
COc1ccc(-n2c(C)cc(C=C3C(=O)N(C)C(=S)N(C)C3=O)c2C)c([N+](=O)[O-])c1 | -10.0 | 0.7 | -0.3 | -2.4
O=c1oc(-c2ccc(Br)cc2)nc2scc(-c3ccc(Br)cc3)c12 | -10.8 | 0.1 | -0.2 | -5.3
CC(C)N(C)CCOC(=O)c1cc2ccccc2o1 | 20.6 | 3.2 | 0.7 | -15.5
Fc1ccccc1CSc1nc2ccccc2c2nc(-c3ccccc3)nn12 | -1.7 | -0.3 | -0.3 | -8.2
COc1ccc(-n2nc(C(=O)NCC(=O)Nc3cc([N+](=O)[O-])ccc3OC)c3ccccc3c2=O)cc1 | 12.8 | 0.6 | 0.6 | -10.8
COC(=O)c1ccccc1NC(=O)Cc1noc2ccccc12 | -4.7 | -5.1 | -0.1 | -25.8
O=C(Nc1sc2c(c1C(=O)O)CCC2)c1ccccc1Br | 8.5 | -0.3 | -0.2 | 3.8
O=C(NC12CC3CC(CC(C3)C1)C2)c1cc2nc(-c3ccco3)cc(C(F)(F)F)n2n1 | 27.0 | -0.8 | 0.2 | 3.8
Cc1cccc(C(=O)N/C(=C/c2ccc3c(c2)OCO3)C(N)=O)c1 | 0.4 | -0.3 | 0.0 | -2.9
(more compounds)
SMILES | MITF inh | GPR151 ag | FBW7 activator | TEAD-YAP inh
CCN(CC)CCn1c(C)nn2c3ccccc3nc12 | -11.6 | 1.1 | 0.1 | -6.6
Cc1cc(NS(=O)(=O)c2ccc(NC(=O)Nc3ccccc3)cc2)no1 | -6.8 | -5.9 | 0.1 | -5.8
CCN(CC)CCN1CCN(c2ccnc3c(-c4ccccc4CO)cnn23)CC1 | 15.6 | 0.2 | -0.4 | 1.8
O=C(O)c1cn(-c2ccc(F)cc2F)c(=O)c2ccccc12 | -6.9 | 0.2 | 0.1 | -0.2
COCCNC(=O)c1nc2c(nnn2Cc2ccc(F)cc2)c(=O)[nH]1 | -3.6 | -1.3 | 0.7 | -4.4
O=C(Nc1ccc2nc3n(c(=O)c2c1)CCCCC3)C(=O)N1CCc2ccccc2C1 | -10.6 | 0.2 | 0.0 | 7.0
Cc1ccc(N=C2NC(=O)/C(=C\c3ccc(-c4ccc(Cl)c(C(=O)O)c4)o3)S2)cc1 | -3.1 | -0.5 | -0.4 | 2.1
CCC1CCCCN1C(=O)c1nn2cccnc2c1Cl (stereo unspecified) | -0.5 | 0.3 | 0.0 | 1.4
O=C(Nc1ccccn1)c1ccc2c(c1)C(=O)N(c1cccc([N+](=O)[O-])c1)C2=O | 8.0 | 0.1 | 0.1 | -4.4
COc1ccc(-c2nnc(SCc3ccc4c(c3)OCO4)n2-c2ccccc2)cc1 | 4.4 | 0.9 | 0.0 | -74.7

Shown with two lines to a compound: entries from further up.
Below each compound: MITF inh	GPR151 ag	FBW7 activator	TEAD-YAP inh
O=C(Nc1ccc2nc3n(c(=O)c2c1)CCCCC3)C(=O)N1CCc2ccccc2C1
  -10.6	0.2	0.0	7.0
Cc1ccc(N=C2NC(=O)/C(=C\c3ccc(-c4ccc(Cl)c(C(=O)O)c4)o3)S2)cc1
  -3.1	-0.5	-0.4	2.1

Further entries follow:
SMILES | MITF inh | GPR151 ag | FBW7 activator | TEAD-YAP inh
CC(=O)NCCN1C(=O)C(=O)/C(=C(\O)c2ccc(Cl)cc2)C1c1ccc(Br)cc1 (stereo unspecified) | -0.2 | -1.3 | -0.1 | -10.0
Cc1ccc(C2=NN(C(=O)CCCC(=O)O)C(c3ccc4c(c3)OCO4)C2)cc1 (stereo unspecified) | 13.8 | -0.7 | 0.0 | 2.0
CC1CCCCN1C(=O)CSc1nc2ccccc2n1CC(=O)NC1CCCC1 (stereo unspecified) | 2.3 | -1.0 | 0.3 | 14.8
CC(=O)c1ccc(NC(=O)COc2ccccc2C(=O)Nc2ccc(C)cn2)cc1 | -6.3 | 2.5 | 0.0 | 0.7
CCOC(=O)c1[nH]c(C)c(C(=O)OCC(C)=O)c1C | -4.6 | 0.2 | 0.0 | -8.6
COc1cccc(-c2nc3cnccn3c2NCc2ccco2)c1OC | -1.8 | 0.3 | 0.0 | 4.2
COC(=O)c1cccc(CN2C(=O)C(C)Sc3ccc(C)cc32)c1 (stereo unspecified) | 7.2 | 0.1 | 0.1 | 2.8
CCCCC(=O)Nc1cc2nn(-c3ccccc3)nc2cc1C | 5.7 | -1.7 | -0.1 | -18.6
O=C(Nc1sc2c(c1C(=O)O)CCC2)c1ccccc1[N+](=O)[O-] | -0.3 | 0.1 | 0.0 | -4.9
COc1cccc(Nc2ncnc3ccccc23)c1 | -11.5 | -3.5 | -0.3 | -21.4
O=C(NC(=S)Nc1ccccc1O)c1cccs1 | 0.6 | -2.4 | -0.3 | -59.1
COc1ccc(-c2nnc(NC(=O)c3ccc([N+](=O)[O-])cc3)s2)c(OC)c1 | 0.2 | 0.6 | 0.2 | 9.8
CC[C@H](Cn1nnn(-c2ccccc2)c1=O)NC(=O)c1n[nH]c(=O)c2ccccc12 | 8.6 | 1.1 | 0.0 | -2.0
COc1cc(/C(C)=N\NC(=O)c2ccoc2C)ccc1O | 3.4 | -8.3 | 0.0 | 5.7
CC(C)Oc1cccc(C(=O)Nc2ccc3oc(-c4ccccc4)nc3c2)c1 | 9.5 | 0.1 | -0.1 | -16.7
COc1cc(CNC(=O)Cn2nc(C(F)(F)F)c(Br)c2C)cc(OC)c1 | 19.9 | -0.2 | 0.1 | 2.7
CCOc1cc(/C=C2/C(=N)N3OC(C)=CC3=NC2=O)ccc1OC(=O)c1ccc(OC)cc1 | -4.6 | -1.4 | 0.0 | 3.3
Cc1cc(=O)n2nc(N3CCC(C(=O)NCc4ccccc4C)CC3)sc2n1 | 4.9 | -0.6 | 0.8 | -3.4
N#Cc1ccc(NC(=O)c2cnn3cccnc23)cc1 | 5.9 | -1.4 | 0.1 | -16.8
CCc1nc2sccn2c(=O)c1C(=O)N1CCC2(CC1)OCCO2 | 7.9 | 1.2 | -0.3 | 4.7

Structures above that have a thiophene ring, fused or not:
SMILES | MITF inh | GPR151 ag | FBW7 activator | TEAD-YAP inh
Cc1ccc(Cl)cc1S(=O)(=O)NCC1(c2cccs2)CCOCC1 | 10.1 | 0.6 | 0.1 | 11.1
Cc1c(C(=O)Nc2ccccc2C(F)(F)F)sc2ncnc(N3CCC(C)CC3)c12 | 9.2 | 0.0 | 0.1 | 4.8
c1ccc(Nc2nc(N3CCN(Cc4ccc5c(c4)OCO5)CC3)nc3c2ncn3-c2ccsc2)cc1 | 2.5 | -0.9 | 0.3 | 9.5
O=C(Cn1c(=O)[nH]c2ccsc2c1=O)N1CCN(C2CCCCC2)CC1 | -7.9 | -0.5 | -0.1 | -0.6
O=c1oc(-c2ccc(Br)cc2)nc2scc(-c3ccc(Br)cc3)c12 | -10.8 | 0.1 | -0.2 | -5.3
O=C(Nc1sc2c(c1C(=O)O)CCC2)c1ccccc1Br | 8.5 | -0.3 | -0.2 | 3.8
O=C(Nc1sc2c(c1C(=O)O)CCC2)c1ccccc1[N+](=O)[O-] | -0.3 | 0.1 | 0.0 | -4.9
O=C(NC(=S)Nc1ccccc1O)c1cccs1 | 0.6 | -2.4 | -0.3 | -59.1

Carrying on.
SMILES | MITF inh | GPR151 ag | FBW7 activator | TEAD-YAP inh
Cc1nc2ncnn2c(NCc2ccco2)c1Cc1ccccc1 | 10.3 | 0.8 | 1.0 | 5.0
CCOc1ccc(-c2noc(-c3ccncc3)n2)cc1OCC | 4.0 | 1.6 | 1.3 | -7.2
Nn1c(SCC(=O)NCCC2=CCCCC2)nnc1C1CCCCC1 | -13.2 | -0.7 | 0.1 | 8.9
O=C1CCCN1CCCNc1ccnc(NCc2cccnc2)n1 | -1.6 | 1.0 | 0.0 | -3.9
